KCNQ2 block – KCNQ2 channel blockers in CHO-K1 cells – cell-based, FluxOR thallium flux, B-score, primary screen (AID 2156). O88943. 20 min; stronger effect = lower value. B-score at 10 µM. 310,000 compounds, 1.1% hits;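 active means fluorescence ratio B-score at most minus 3 library SDs, with starting brightness B-score within 2 library SDs, cut at about -5.5 in these data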
STK33 kinase inh – blocks human STK33 kinase activity; Q9BYT3; purified STK33, MBP phosphorylation, ADP-Glo luminescence; inhibition, % at 10 µM; 320,000 compounds, 0.073% hits; AID 2661;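 active means inhibition at or above 25%, using the most active replicate where run in duplicate; inactive means inhibition below 25%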
Target sequence (Q9BYT3 whole entry, looked up): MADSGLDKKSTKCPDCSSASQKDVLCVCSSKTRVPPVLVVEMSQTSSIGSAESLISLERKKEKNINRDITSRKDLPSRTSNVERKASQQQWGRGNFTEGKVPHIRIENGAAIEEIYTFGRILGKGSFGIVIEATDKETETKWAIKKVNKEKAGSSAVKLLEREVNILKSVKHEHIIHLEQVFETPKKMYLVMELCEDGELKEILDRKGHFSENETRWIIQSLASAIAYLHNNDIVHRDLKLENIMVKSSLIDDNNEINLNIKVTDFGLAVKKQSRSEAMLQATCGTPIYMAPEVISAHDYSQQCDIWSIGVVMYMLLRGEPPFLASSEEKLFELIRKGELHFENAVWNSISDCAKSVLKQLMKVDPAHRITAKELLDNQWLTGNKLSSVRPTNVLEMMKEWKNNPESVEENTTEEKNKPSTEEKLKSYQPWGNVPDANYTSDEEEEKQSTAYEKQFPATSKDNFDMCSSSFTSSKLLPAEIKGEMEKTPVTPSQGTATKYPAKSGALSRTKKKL
Kir21 block – Kir2.1 (mouse) channel inhibition | P35561 | HEK293-Kir2.1, FluxOR thallium flux fluorescence; stronger effect = lower value | 310,000 compounds, 0.85% hits | B-score at 10 µM;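 active means fluorescence ratio B-score at or below minus 3 SD of library scores, with starting-brightness B-score within 2 SD, cut at about -4.2 in these data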;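 further: channel flux triggered by added potassium and thallium sulfate stimulus; B-score of peak minus minimum fluorescence over baseline after thallium stimulus; more negative B-score means stronger Kir2.1 block with less thallium influx; some compounds called inactive have numbers as strong as hits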
Target sequence (P35561 whole entry, looked up): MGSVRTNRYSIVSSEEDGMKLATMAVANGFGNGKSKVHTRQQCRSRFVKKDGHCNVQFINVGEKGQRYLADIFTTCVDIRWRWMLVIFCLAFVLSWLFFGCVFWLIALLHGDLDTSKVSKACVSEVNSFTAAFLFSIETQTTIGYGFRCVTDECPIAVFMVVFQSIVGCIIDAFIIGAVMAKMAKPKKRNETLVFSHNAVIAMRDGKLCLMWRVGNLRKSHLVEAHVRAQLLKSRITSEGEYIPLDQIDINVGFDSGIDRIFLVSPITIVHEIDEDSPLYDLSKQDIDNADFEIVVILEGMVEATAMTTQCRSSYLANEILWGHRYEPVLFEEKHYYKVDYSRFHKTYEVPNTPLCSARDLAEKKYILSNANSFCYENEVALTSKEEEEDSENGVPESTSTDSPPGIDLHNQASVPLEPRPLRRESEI
The depositor's hits bear a star; i = inactive; x = not tested or not shown.

KCNQ2 block	Compound	STK33 kinase inh	Kir21 block
i	COc1ccc(OC)c(Cc2nnc(CCC(=O)NCc3ccsc3)o2)c1	1.6	-1.91
i	O=C(CN(Cc1ccc(Cl)cc1)C(=O)CN1C(=O)COc2ccccc21)NC1CCCC1	-1.5	-0.01
i	Cc1cccc(N2CCN(C(=O)c3ccc(CNc4c(N5CCC(C)CC5)c(=O)c4=O)cc3)CC2)c1C	-1.7	1.14
i	CN(CC(=O)Nc1ccc(N2CCOCC2)cc1)Cc1cc(=O)n2ccsc2n1	1.0	1.22
i	CCOc1ccccc1N/C=C/C(=O)C(C)(C)C	-1.5	1.18
i	COc1cc(/C=C/c2nc3ccc([N+](=O)[O-])cc3s2)ccc1OCC(=O)O	1.5	1.85
i	COc1cccc(C(=O)NCc2ccco2)c1	-2.2	-0.62
i	CN(C)CCCNc1nc(N)c([N+](=O)[O-])c(NC2CCCCC2)n1	2.6	1.02
i	CCOC(=O)C1(C)NC(c2ccco2)C2C(=O)N(c3ccccc3)C(=O)C21 (stereo not given)	0.1	0.12
i	Clc1cccc(N2CCN(Cc3nnc(-c4ccccc4)o3)CC2)c1	-1.5	-0.29
i	Cc1nc(Cl)sc1C(=O)Nc1cccc(Cl)c1	4.6	-0.58
i	Cc1ccc(-c2nnc(CSc3nncn3N)o2)cc1	-1.4	-0.79
i	COC(=O)c1scc(C)c1NC(=O)C(Cl)c1ccccc1 (stereo not given)	0.2	-0.01
i	CC1CC(C)CN(CCCNC(=O)C2CCCN(S(=O)(=O)N3CC(C)CC(C)C3)C2)C1 (stereo not given)	0.3	0.45
i	CC1CN(C(=O)c2ccccc2)OC(c2ccc3c(c2)OCO3)O1 (stereo not given)	-0.3	0.43
i	Cc1cc(=O)[nH]c(N2CCc3ccccc3C2)n1	0.4	0.02

Entries from the list above that have a nitro group on carbon:
KCNQ2 block	Compound	STK33 kinase inh	Kir21 block
i	COc1cc(/C=C/c2nc3ccc([N+](=O)[O-])cc3s2)ccc1OCC(=O)O	1.5	1.85
i	CN(C)CCCNc1nc(N)c([N+](=O)[O-])c(NC2CCCCC2)n1	2.6	1.02

Other records:
KCNQ2 block	Compound	STK33 kinase inh	Kir21 block
i	O=C(CSc1ccccn1)NC1CCCC1	-0.6	-3.06
i	CN(C)c1ccc(/C=N/NC(=O)CNC(=O)/C=C/c2ccco2)cc1	-1.9	0.28
i	CCCCNC(=S)NNC(=O)c1ccc2c(c1)OCO2	-0.4	0.07
i	O=C(O)c1cc(NC(=O)c2cccc(N3C(=O)c4ccccc4C3=O)c2)cc(C(=O)O)c1	-1.7	-0.02
i	Cc1ccnc(NS(=O)(=O)c2ccc(NC(=O)CN3C(=O)CCC3=O)cc2)n1	-0.9	0.35
i	CC(C)Cn1cnc2c1c(=O)n(CC(=O)NC(=O)NC(C)(C)C)c(=O)n2Cc1ccccc1	-2.5	1.1
i	CCc1nnc(NC(=O)CSCc2cc(=O)n3cc(C)sc3n2)s1	1.0	1.67
i	CN(CC(=O)Nc1ccccc1Cl)C(=O)COC(=O)CSc1ccc(F)cc1	-0.8	0.38

Single records, from the list above. Screens in order: KCNQ2 block | STK33 kinase inh | Kir21 block
Profile of O=C(CSc1ccccn1)NC1CCCC1 : i | -0.6 | -3.06
Profile of CN(CC(=O)Nc1ccccc1Cl)C(=O)COC(=O)CSc1ccc(F)cc1 : i | -0.8 | 0.38
Profile of CC(C)Cn1cnc2c1c(=O)n(CC(=O)NC(=O)NC(C)(C)C)c(=O)n2Cc1ccccc1 : i | -2.5 | 1.1
Profile of CCCCNC(=S)NNC(=O)c1ccc2c(c1)OCO2 : i | -0.4 | 0.07
Profile of O=C(O)c1cc(NC(=O)c2cccc(N3C(=O)c4ccccc4C3=O)c2)cc(C(=O)O)c1 : i | -1.7 | -0.02

More records
KCNQ2 block	Compound	STK33 kinase inh	Kir21 block
i	CC(C)(C)NC(=O)NC(=O)CN1CCC(Cc2ccccc2)CC1	-2.0	1.31
i	O=C(NCCc1ccccc1)c1ccc(NC(=O)c2cccnc2)cc1	3.0	0.53
i	COc1cc2c(C#N)c(N3CCOCC3)nc(N)c2c(N)n1	7.8	-0.46
i	CCn1c(CC(=O)Nc2ccccc2F)nnc1SCC(=O)N1CCOCC1	-2.7	-0.63
i	O=C(c1cc(-c2ccccc2)nc2ccccc12)N1CCCc2ccccc21	-0.5	0.17
i	COC(=O)c1c(C)oc2c1cc(NS(=O)(=O)c1cccs1)c1ccccc12	-1.1	0.2
i	O=C(CN1CCN(c2ccc(F)cc2)CC1)NCc1ccc(Cl)cc1	-1.2	-0.19
i	CN(C)CCn1c(=O)n(Cc2ccccc2)c(=O)c2c3c(sc21)CCCCC3	-1.2	2.2
i	COc1cc(/C=N/N2CCN(Cc3ccccc3)CC2)cc(OC)c1OC(C)=O	-2.5	-0.66
i	CCNC(=S)N1CCN(CCN=CC2=C(O)CC(c3ccco3)CC2=O)CC1 (stereo not given)	-0.1	0.34
i	CCCS(=O)(=O)C(=C1NCCO1)S(=O)(=O)CCC	-1.4	0.93
i	Cc1nnc(C)n1/N=C/C=C/c1ccccc1	0.2	1.21
i	O=C(O)CCC(=O)NCC(=O)c1ccc(F)cc1	-1.5	0.01
i	CCOC(=O)[C@@H]1[C@H]2COc3cc(OC)ccc3[C@@H]2N2C(=O)N(c3ccc(C)cc3)C(=O)[C@]12C	-0.2	2.65
i	O=C1COc2ccc3ccccc3c21	-0.8	0.89
i	CCNC(=O)NC(=O)COC(=O)c1ccccc1SCC(=O)NC(=O)NCC	-0.3	-0.05
i	O=C(Nc1ccccc1Cl)c1ccc2c(c1)N(Cc1ccc(F)cc1)C(=O)CS2=O (stereo not given)	-3.0	2.43
i	O=C(CN1C(=O)NC2(CCCc3ccccc32)C1=O)c1ccc(Br)cc1 (stereo not given)	-0.3	1.07
i	N=c1c(C(=O)NC2CCCC2)cc2c(=O)n3ccccc3nc2n1C1CCCC1	-0.3	1.37
i	CC(=O)NCCn1c(SCc2cc(F)ccc2F)nc2ccccc2c1=O	-0.9	-1.38
i	COc1ccccc1C(=O)N1CCN(C(=O)COc2cccc(C)c2)CC1	2.1	-1.48
i	CC1(C)OC(c2ccccc2)=C/C(=C/C=C2C(=O)c3ccccc3C2=O)O1	0.6	0.56
i	Cn1c(NC2CCCCC2)cc(=O)n(C)c1=O	0.6	1.51
i	COc1ccc(/C=N/NC(=S)Nc2cccc(C(=O)O)c2)cc1OC	-2.0	1.72
i	CCc1cccc2c(C(=O)C(NC(C)CC)c3ccccc3)c[nH]c12 (stereo not given)	0.9	-1.65
i	CN1C(=O)C(C)(C)c2cc(S(=O)(=O)N(C)Cc3ccccc3)ccc21	-3.8	0.86
i	Cc1nc(C)c(-c2csc(Nc3cccnc3)n2)s1	5.9	-1.53
i	CC1=NN(C(=O)c2c(Br)c(C)nn2C)C(O)(C(F)(F)F)C1 (stereo not given)	-2.0	0.37
i	Cc1ccc(CCc2nnc(SCC(=O)Nc3cccc(Cl)c3)n2-c2ccccc2)o1	-2.6	-0.52
i	O=C(CN1C(=O)NC2(CCCC2)C1=O)N1CCN(S(=O)(=O)c2cccc(F)c2)CC1	-1.3	0
i	COc1ccc(OC)c(NC(=S)NCC(c2cccnc2)N2CCOCC2)c1 (stereo not given)	x	0.97
i	CC(=O)NC1CC2CCC(C1)N2Cc1ccc(C)cc1 (stereo not given)	-0.8	0.01
i	O=C(NC(=S)NNC(=O)c1ccc(Cl)cc1Cl)c1cccnc1	x	0.01
i	NC(=O)C1CC12c1ccccc1-c1ccccc12 (stereo not given)	0.2	0
i	COc1ccc(C(=O)N/N=C/c2ccc3cccc(O)c3n2)cc1	4.0	0.47
i	COc1ccc(Nc2nc(CC(C)=O)ns2)cc1OC	1.0	-0.09
i	Cc1ccc2c(c1)c(N=Nc1cccc(C(=O)O)c1)c(O)n2C	3.2	1.19
i	O=C(Nc1nccs1)C1CCN(S(=O)(=O)c2cccs2)CC1	-0.6	1.46
i	O=[N+]([O-])c1cc(S(=O)(=O)N2CCCC2)ccc1SCCO	0.0	-1.54
i	CCN(CC)CCNc1nc2c(c(=O)[nH]c(=O)n2C)n1CC(O)COc1ccc(Cl)cc1Cl (stereo not given)	0.4	0.33
i	COC(=O)c1ccc(COc2ccccc2/C=C(\C#N)C(=O)Nc2ccc(C)cc2)cc1	-1.4	-0.45
i	Cc1c(CN2CCC(C)CC2)c(=O)n(-c2ccccc2)n1C	-1.8	0.17
i	O=C1C=C(Nc2ccccc2)C(=O)c2ccccc21	-0.5	0.48
i	CCOC(=O)c1c(NC(=O)Nc2ccccc2)sc(C)c1C	0.1	-0.04
i	COc1ccc(C)cc1Nc1nc(N)c2ccccc2n1	-0.8	-4.87*
i	Cc1ccc(SCc2nc3ncccn3c2Br)cc1	0.2	-0.21
i	COc1cc(C(C)=O)ccc1COc1ccc(C(=O)OCC(=O)NC2CCS(=O)(=O)C2)cc1OC (stereo not given)	-0.8	1.48
i	N/C(=N\OC(=O)c1ccc2c(c1)OCO2)c1cccc(Br)c1	0.5	0.65
i	CSc1nc2c(cc1C#N)CCCCC2	-4.2	-2.91
i	COc1ccc(S(=O)(=O)N(C)C)cc1NCC(=O)Nc1cccc(C#N)c1	0.0	0.8
i	COc1ccc(C2CC(=O)N(c3ccccc3)C3=C2C(=O)CCC3)cc1 (stereo not given)	-1.9	-0.23
i	C=CCNCCCCOc1ccccc1-c1ccccc1	-0.7	-5.72*
i	c1ccc2c(c1)nc(N1CCOCC1)c1c3ccccc3[nH]c21	6.2	0.02
i	Cn1c(=O)c2c(nc(Br)n2CCSc2ncccn2)n(C)c1=O	-0.1	-0.81
i	CC12CC(NC(=O)N1Cc1ccccc1)c1ccccc1O2 (stereo not given)	-2.4	1.24
i	O=c1cc(CN2CCN(c3ccccc3)CC2)c2cc(O)c(-c3ccccc3)cc2o1	0.5	0.27

(list continues)
KCNQ2 block	Compound	STK33 kinase inh	Kir21 block
i	CCn1c(=O)c(C(=O)Nc2ccccc2C)c(O)c2ccccc21	-0.9	-0.18
i	COc1ccc(-c2nc3c(c4nnc(SC(C)C(=O)Nc5ccccc5)n24)COC(C)(C)C3)cc1 (stereo not given)	-1.2	-1.82
i	CN1CCN(c2nc(-c3cccs3)cs2)CC1	-1.5	-0.16
i	Cc1nc(Nc2ccc3c(c2)OCCO3)c2nnn(Cc3ccccc3Cl)c2n1	-1.1	-0.64
i	CC1=C(C(=O)OCc2ccccc2)C(c2ccccc2OS(=O)(=O)c2ccc(C)cc2)NC(=O)N1CCCC(=O)O (stereo not given)	-1.5	-1.08
i	CCOC(=O)c1c(NC(=O)CSc2ncnc3[nH]ncc23)sc2c1CCC(C)C2 (stereo not given)	-4.4	0.37
i	CCOc1ccc(NC(=O)CN(C)C(=O)c2cn(-c3ccc(F)cc3)nc2-c2cccc(OC)c2)cc1OCC	-0.6	2.2
i	CCC(=O)N1C(C(=O)N2CCCC2)CSC1c1ccc(OC)cc1 (stereo not given)	1.6	-0.85
i	COc1cccc(/C=C2\SC(=S)NC2=O)c1OS(=O)(=O)c1ccc(NC(C)=O)cc1	-0.8	-1.07
i	CN(C)CCCN1C(=O)C(O)=C(C(=O)c2cccs2)C1c1cccc([N+](=O)[O-])c1 (stereo not given)	-1.3	0.54
i	O=C(COC(=O)c1ccc(NS(=O)(=O)c2cccs2)cc1O)Nc1ccc(F)cc1	1.1	0.84
i	COc1cccc(OCc2nc(-c3cccc([N+](=O)[O-])c3)no2)c1	-0.1	0.74
i	CC1CC(C)CN(C(=O)/C=C/c2ccc([N+](=O)[O-])s2)C1 (stereo not given)	x	1.05
i	Cc1ccc(C2=NN=C(NC(=O)CSc3nncn3C)SC2)cc1	-1.9	0.36
i	CCn1c(CNC(=O)c2cccs2)nnc1SCC(=O)NCCc1ccccc1	x	-0.66
i	Cn1c(=O)c2c(nc(NCCNC(=O)c3ccco3)n2Cc2ccc(F)cc2)n(C)c1=O	-2.0	1.2
i	CCOC(=O)c1sc(-c2ccc(Br)cc2)cc1N	-0.8	-0.4
i	Cc1ccc(NS(=O)(=O)c2ccc(NC(=O)c3cccs3)cc2)c(C)c1	-1.0	-0.28
i	O=C1c2ccccc2C(=O)c2cc(S(=O)(=O)Nc3ccccc3)ccc21	0.7	-3.01
i	O=C(O)CN1C(=O)SC(Nc2ccc(C(=O)O)cc2)C1=O (stereo not given)	1.5	-0.35
i	Cc1ccc(N(C(=O)c2csnn2)C(C(=O)NC(C)(C)C)c2ccccn2)cc1 (stereo not given)	x	-0.4
i	COc1ccc(Cl)cc1NC(=S)N1CCN(S(C)(=O)=O)CC1	-2.1	-1.03
i	COc1ccc(C(=O)CN2CCN(c3ncccn3)CC2)cc1	-1.0	0.49
i	Cc1ccc(S(=O)(=O)N2CCN(C(=O)CC(C)n3nc(C)c(Cl)c3C)CC2)cc1 (stereo not given)	-1.0	-0.36
i	COc1ccc(OC)c(-c2csc(NC(=O)C3=COCCO3)n2)c1	x	3.09
i	COC(=O)CCC(=O)OC1(C)C(=O)C=C2C=C(C3CC3)N(CCCCO)C=C2C1=O (stereo not given)	0.2	0.02
i	O=C(c1ccc([N+](=O)[O-])o1)N1CCN(c2nc3ccc(F)cc3s2)CC1	-0.8	-0.06

Source: PubChem BioAssay (several laboratories)
